M1 ag – M1 muscarinic receptor agonists, primary screen, CHO-M1 cells, Fluo-4 calcium, agonist mode; Fluo-4 calcium fluorescence; stronger effect = higher value; Muscarinic acetylcholine receptor M1; B-score at 10 µM; 64,000 compounds, 3% hits;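 active = fluorescence rise, raw or as B-score row- and column-corrected plate score, outside the 99.7% band of its plate's samples, either direction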
M1 antag – antagonists of rat M1 muscarinic receptor | B-score at 10 µM | Muscarinic acetylcholine receptor M1 (Rattus norvegicus), P08482 | CHO-M1 cells, Fluo-4 calcium, ACh EC80 antagonist mode; stronger effect = lower value | AID 628, 2007 | 64,000 compounds, 3.4% hits;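 active = calcium fluorescence response, raw or row-and-column corrected B-score, differing from the plate sample mean either way at a set confidence level, mostly lower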
Hsp90 inh – tumor Hsp90 inhibitors, primary screen, cell lysate, fluorescence polarization, NCI-N417 lysate | AID 429, 2006 | inhibition, % at 30 µM | Heat shock protein HSP 90-alpha (Homo sapiens), P07900 | Cy3B-geldanamycin FP displacement | 64,000 compounds, 0.35% hits;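 active = inhibition above 50%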;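 note: 0% = tracer plus lysate wells and 100% = tracer alone without lysate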
E coli RNAP – E. coli RNAP inhibitors, biochemical. AID 559, 2006. E. coli RNA polymerase, fluorescence transcription assay. inhibition, %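 (tested at 10 µM)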. 62,000 compounds, 0.2% hits. DNA-directed RNA polymerase subunit beta (Escherichia coli (strain K12)), P0A8V2; in the data active = inhibition above about 20%;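 note: 0% = enzyme without compound and 100% = no enzyme blank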
NADH coupling – inhibitors of PK/LDH coupling enzymes, profiling panel, artefact control, biochemical, MLSMR library | IC50, µM (top dose mostly 10 µM), for the others: top-dose inhibition | coupled PK/LDH NADH assays, four targets | 65,000 compounds, 0.02% hits;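 active = single-dose screening hits from any of four coupled enzyme assays that gave an IC50 when retested across doses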;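 note: the DPM-DC format reads NADH fluorescence rather than 340 nm absorbance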
Fluor 339 460 – intrinsic fluorescence of library compounds, ex339/em460 – biochemical, MLSMR library, data from DPM-DC assay, artefact control, profiling panel | compound autofluorescence, ex339/em460 nm, NADH buffer; stronger effect = higher value; 1 = no-compound wells, NADH background | fluorescence fold increase at 10 µM | 65,000 compounds, 5.5% hits | AID 709, 2007;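 active = at 10 µM, mean starting fluorescence two-fold or more over control wells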;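 note: signal is the first read of a kinetic run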
HER2 expr 66K – inhibitors of Her2 protein expression, primary screen, SKBR-3 cells, AlphaScreen, 66K library. 65,000 compounds, 0.69% hits. SKBR-3 HER2 protein level, 18-24 h; stronger effect = lower value. HER2 level % of control, % at 10 µM. AID 645, 2007. Receptor tyrosine-protein kinase erbB-2 (Homo sapiens), P04626;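 active = HER2 level under 5% of the carrier-only control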;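 note: 100% = DMSO carrier and 0% = 500 nM PU-H71 HSP90 inhibitor; lower value means stronger loss of Her2 protein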
Target sequence (P04626 whole entry, looked up): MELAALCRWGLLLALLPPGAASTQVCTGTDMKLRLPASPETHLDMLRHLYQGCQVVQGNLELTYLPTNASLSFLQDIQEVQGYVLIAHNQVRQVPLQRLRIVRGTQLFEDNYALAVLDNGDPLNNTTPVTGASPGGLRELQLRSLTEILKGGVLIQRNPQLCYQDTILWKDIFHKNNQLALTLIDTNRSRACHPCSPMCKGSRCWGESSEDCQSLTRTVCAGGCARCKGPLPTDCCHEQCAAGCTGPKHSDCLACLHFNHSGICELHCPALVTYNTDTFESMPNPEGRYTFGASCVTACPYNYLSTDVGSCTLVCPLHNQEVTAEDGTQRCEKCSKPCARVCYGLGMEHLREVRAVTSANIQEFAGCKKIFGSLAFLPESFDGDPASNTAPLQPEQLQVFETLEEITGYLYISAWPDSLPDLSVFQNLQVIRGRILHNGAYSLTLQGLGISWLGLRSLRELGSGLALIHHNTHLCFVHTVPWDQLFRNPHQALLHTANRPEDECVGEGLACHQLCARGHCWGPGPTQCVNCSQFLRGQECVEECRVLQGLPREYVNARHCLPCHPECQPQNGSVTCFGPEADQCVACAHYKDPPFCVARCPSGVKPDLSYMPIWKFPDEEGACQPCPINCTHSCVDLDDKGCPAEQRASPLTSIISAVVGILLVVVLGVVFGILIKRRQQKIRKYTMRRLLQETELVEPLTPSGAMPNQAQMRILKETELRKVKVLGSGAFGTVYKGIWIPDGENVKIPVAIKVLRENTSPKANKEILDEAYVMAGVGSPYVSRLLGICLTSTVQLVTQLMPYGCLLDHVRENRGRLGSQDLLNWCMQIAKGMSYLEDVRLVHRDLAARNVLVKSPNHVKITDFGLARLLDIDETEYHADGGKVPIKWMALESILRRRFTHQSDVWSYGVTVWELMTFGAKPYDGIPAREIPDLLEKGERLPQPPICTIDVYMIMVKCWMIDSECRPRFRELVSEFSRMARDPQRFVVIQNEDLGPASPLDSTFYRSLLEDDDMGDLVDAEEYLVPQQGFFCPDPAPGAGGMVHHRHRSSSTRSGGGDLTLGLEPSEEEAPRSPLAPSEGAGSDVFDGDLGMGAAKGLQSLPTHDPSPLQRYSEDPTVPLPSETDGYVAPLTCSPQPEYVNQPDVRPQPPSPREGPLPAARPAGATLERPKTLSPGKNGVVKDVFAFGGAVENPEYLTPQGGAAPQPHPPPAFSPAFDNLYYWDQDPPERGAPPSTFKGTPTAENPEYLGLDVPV
HTR1A agonist – human 5-HT1a receptor agonists, primary screen, cell-based, CHO, Ga15 NFAT-bla reporter; 5-hydroxytryptamine receptor 1A (Homo sapiens), P08908; CHO 5-HT1a Ga15 NFAT-bla reporter, FRET ratio; 0% basal, 100% maximal reference agonist; activation, % at 10 µM; 65,000 compounds, 0.56% hits; AID 567, 2006;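 active = activation above the screen-wide mean activation plus 3 SD, cut at about 19% in these data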;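 note: 0% = DMSO wells and 100% = 5-CT at EC100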
D1 mod – D1 CRE-luciferase signal change, two-sided – cell-based, HEK293 D1, dopamine EC30, D1 allosteric modulator project, primary screen; D(1A) dopamine receptor (Homo sapiens), P21728; dopamine EC30 potentiation; actives deviate in either direction; B-score at 10 µM; 58,000 compounds, 5.9% hits; AID 641, 2007;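 active = luminescence count or its row- and column-corrected plate score outside the 99.7% band of the plate's sample wells, on either side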
The depositor's hits bear a star; . = not tested or not shown; [ ] = remark or other dose.

Molecule | M1 ag | M1 antag | Hsp90 inh | E coli RNAP | NADH coupling | Fluor 339 460 | HER2 expr 66K | HTR1A agonist | D1 mod
Cc1ccc(C)c(/C(O)=C2\C(=O)C(=O)N(Cc3cccnc3)C2c2cccnc2)c1 (centres undefined) | -0.25 | 0.4 | -4 | -3 | 5% | 1 | 135 | 0.7 | 0.042
CCC(Oc1ccccc1)C(=O)N1CCN(c2ccccn2)CC1 (centres undefined) | -0.38 | -0.46 | 2 | 0 | 9% | 1.2 | 97 | -1.5 | -0.49
Cn1c(SCc2nn[nH]n2)nc2c1c(=O)n(Cc1ccccc1Cl)c(=O)n2C | 0.49 | -0.66 | -9 | 5 | 5% | 1.1 | 110 | 1.9 | 0.47
CCN(CC)CCCCCOc1ccccc1OC | -0.58 | -1.2 | -1 | 7 | 2% | 1.1 | 77 | 0.6 | -0.96
CCOc1ccc(CC(=O)Nc2c(C(N)=O)oc3ccccc23)cc1OCC | 1 | 0.36 | -2 | -3 | 8% | 1.1 | 112 | -1.3 | 4.5*
COc1ccc(CCN2C(=O)c3[nH]nc(-c4ccccc4O)c3C2c2ccccc2)cc1OC (centres undefined) | 0.56 | 0.9 | -2 | 9 | 4% | 1.1 | 22 | 0.6 | 0.61
CCOC(=O)N1CCN(c2c(N3CCc4ccccc43)c(=O)c2=O)CC1 | -0.84 | -0.48 | -1 | 8 | 14% | 0.94 | 90 | 2.2 | 0.013
COC(=O)CSc1ncnc2c1cnn2Cc1ccccc1 | -0.006 | -0.16 | -2 | 6 | 3% | 1.1 | 107 | -1.9 | -0.34
CCOc1ccc(NC(=O)CN2CCN(S(=O)(=O)c3ccc(Cl)cc3)CC2)cc1 | -1.1 | 0.53 | 2 | 1 | 7% | 0.96 | 103 | -0.3 | -0.67
Cc1onc(-c2ccccc2)c1C(=O)NCCc1c[nH]c2ccccc12 | 1 | -0.55 | -6 | 3 | 5% | 1 | 97 | 2.2 | 0.037
COc1cc(CN2CCN(S(=O)(=O)c3ccc(F)cc3)CC2)cc(OC)c1OC | 0.55 | 0.035 | -5 | 8 | 13% | 1.1 | 145 | -2.7 | .
O=C(CCNS(=O)(=O)c1ccc(Br)cc1)NCc1ccc2c(c1)OCO2 | -0.15 | -1.2 | -5 | 4 | 3% | 1.1 | 84 | -3.4 | 0.052
COCCn1c(SCCN2CCCCC2)nc2ccccc2c1=O | 0.061 | -1.4 | -3 | 6 | 12% | 1.1 | 95 | 1.6 | -0.16
N#CCCn1c2ccccc2c2nc3ccccc3nc21 | 1.5 | -0.96 | -2 | -4 | 13% | 1.6 | 101 | 1.8 | 14*
Cc1cc(NC(=O)CSc2nc3c(c(=O)n2Cc2ccccc2)SC(C)C3)no1 (centres undefined) | 1.1 | 0.025 | -2 | 7 | 2% | 1 | 41 | 0.3 | 5.5*

Rewritten with two lines to a compound: part of the list above.
Fields – M1 ag	M1 antag	Hsp90 inh	E coli RNAP	NADH coupling	Fluor 339 460	HER2 expr 66K	HTR1A agonist	D1 mod
COCCn1c(SCCN2CCCCC2)nc2ccccc2c1=O
→ 0.061	-1.4	-3	6	12%	1.1	95	1.6	-0.16
CCOc1ccc(NC(=O)CN2CCN(S(=O)(=O)c3ccc(Cl)cc3)CC2)cc1
→ -1.1	0.53	2	1	7%	0.96	103	-0.3	-0.67

Rewritten with two lines to a compound: entries from further up.
Second line of a record: M1 ag	M1 antag	Hsp90 inh	E coli RNAP	NADH coupling	Fluor 339 460	HER2 expr 66K	HTR1A agonist	D1 mod
CCN(CC)CCCCCOc1ccccc1OC
→ -0.58	-1.2	-1	7	2%	1.1	77	0.6	-0.96
CCOc1ccc(CC(=O)Nc2c(C(N)=O)oc3ccccc23)cc1OCC
→ 1	0.36	-2	-3	8%	1.1	112	-1.3	4.5*
COc1ccc(CCN2C(=O)c3[nH]nc(-c4ccccc4O)c3C2c2ccccc2)cc1OC (centres undefined)
→ 0.56	0.9	-2	9	4%	1.1	22	0.6	0.61
CCOC(=O)N1CCN(c2c(N3CCc4ccccc43)c(=O)c2=O)CC1
→ -0.84	-0.48	-1	8	14%	0.94	90	2.2	0.013
COC(=O)CSc1ncnc2c1cnn2Cc1ccccc1
→ -0.006	-0.16	-2	6	3%	1.1	107	-1.9	-0.34
CCOc1ccc(NC(=O)CN2CCN(S(=O)(=O)c3ccc(Cl)cc3)CC2)cc1
→ -1.1	0.53	2	1	7%	0.96	103	-0.3	-0.67
Cc1onc(-c2ccccc2)c1C(=O)NCCc1c[nH]c2ccccc12
→ 1	-0.55	-6	3	5%	1	97	2.2	0.037
COc1cc(CN2CCN(S(=O)(=O)c3ccc(F)cc3)CC2)cc(OC)c1OC
→ 0.55	0.035	-5	8	13%	1.1	145	-2.7	.
O=C(CCNS(=O)(=O)c1ccc(Br)cc1)NCc1ccc2c(c1)OCO2
→ -0.15	-1.2	-5	4	3%	1.1	84	-3.4	0.052
COCCn1c(SCCN2CCCCC2)nc2ccccc2c1=O
→ 0.061	-1.4	-3	6	12%	1.1	95	1.6	-0.16
N#CCCn1c2ccccc2c2nc3ccccc3nc21
→ 1.5	-0.96	-2	-4	13%	1.6	101	1.8	14*
Cc1cc(NC(=O)CSc2nc3c(c(=O)n2Cc2ccccc2)SC(C)C3)no1 (centres undefined)
→ 1.1	0.025	-2	7	2%	1	41	0.3	5.5*

(next part)
Molecule | M1 ag | M1 antag | Hsp90 inh | E coli RNAP | NADH coupling | Fluor 339 460 | HER2 expr 66K | HTR1A agonist | D1 mod
COc1ccc(NC(=O)NCCN2CCc3ccccc3C2)cc1 | 0.29 | 0.18 | -12 | . | 2% | 1.1 | 86 | -0.8 | 0.44
Nc1nc(N2CCCCC2)nc(N(c2ccccc2)c2ccccc2)n1 | -0.16 | -0.22 | -3 | 9 | 1% | 1 | 87 | 0.9 | -0.38
CCCCCSc1nnc2c(n1)OC(C)N(C(C)=O)c1ccccc1-2 (centres undefined) | 0.037 | -0.62 | -1 | 5 | 7% | 1.1 | 88 | 1.5 | -0.76
COc1ccc(S(=O)(=O)N2Cc3ccccc3CC2C(=O)Nc2nccs2)cc1OC (centres undefined) | 1.2 | -0.14 | -21 | 3 | 4% | 1.1 | 90 | 1.3 | -0.83
CC1(C)NC(=O)N(CCCSc2ccc(Cl)cc2)C1=O | 0.092 | 0.79 | -4 | -3 | 9% | 1.1 | 78 | -2.1 | -0.45
Cc1ccnc(NC(=O)C23CC4CC(CC(C4)C2)C3)c1 | 0.078 | 0.68 | -3 | 0 | 0% | 1.2 | 97 | -0.9 | 0.19
CCCCN(C)S(=O)(=O)c1ccc(C(=O)Nc2nnc(-c3cccs3)o2)cc1 | -0.27 | 0.4 | 5 | -1 | 3% | 1.1 | 83 | 1.4 | 1.9
COc1ccccc1NC(=O)N1CCN(c2ccccn2)CC1 | 0.11 | -0.15 | -4 | 4 | 2% | 1.2 | 125 | -2.0 | 0.45
CN(C)C(=O)CN1C(=O)C2CCCCN2C(=O)c2ccccc21 (centres undefined) | 0.052 | 0.4 | 0 | 6 | 8% | 1.1 | 139 | -0.9 | -0.67
COc1cccc(-c2nnc(SCC(=O)N3CC(C)CC(C)C3)o2)c1 (centres undefined) | -0.42 | -0.17 | -1 | 15 | 6% | 1.1 | 93 | 2.1 | -0.38
CC1(C)CC2(CCO1)N1CC3(C)CN2CC(C)(C1)C3O (centres undefined) | 0.071 | -0.018 | -3 | -3 | 2% | 1.1 | 94 | 0.5 | -0.21
O=c1[nH]c(Cn2nnc(-c3ccccc3)n2)nc2scc(-c3ccccc3)c12 | -2 | 0.35 | -6 | 5 | 3% | 1.1 | 101 | -0.5 | .
COc1ccccc1C1/C(=C(/O)c2ccc(Cl)cc2)C(=O)C(=O)N1CCN1CCOCC1 (centres undefined) | 0.23 | -0.074 | 0 | 3 | 3% | 1.1 | 74 | -2.8 | -0.011
Cc1cc(C)c2c(CC(=O)NCc3ccco3)coc2c1 | 0.011 | 0.007 | 1 | 5 | 1% | 1.1 | 76 | -2.5 | 0.0012
Cc1c(C(=O)O)cnc2cc(-c3ccc(Cl)cc3)nn12 | 0.73 | 0.46 | -3 | 5 | 7%[fluoresces] | 2.1* | 75 | -2.1 | .
O=C(NCc1cccnc1)NC1(C(F)(F)F)Oc2ccccc2O1 | -0.31 | 0.16 | . | 6 | 7% | 1.1 | 106 | 0.6 | 0.5
CCOc1ccc(NC(=O)c2ccncc2)cc1 | -0.18 | 0.86 | 0 | 8 | 2% | 1.1 | 105 | 16 | -0.5
CCOC(=O)C1C(=O)NC(SC)=C(C#N)C1c1ccccc1F (centres undefined) | -0.64 | 0.35 | . | 1 | 4% | 1.1 | 96 | -3.2 | -0.71
CC(=O)Nc1nc(=O)c2ccccc2s1 | 0.23 | -0.035 | -6 | 5 | 3% | 1.1 | 95 | -5.5 | -0.63
CCCSc1nsc(SCCC)c1C(N)=O | -0.0053 | -0.55 | -1 | -4 | 1% | 1.1 | 82 | 0.1 | 4.4*
Brc1ccc(-c2nnc3sc(CN4CCc5ccccc5C4)cn23)cc1 | -0.58 | 0.68 | -5 | 2 | 6% | 1.1 | 77 | -2.0 | 1.6
NC(=O)CSC1=Nc2ccccc2C2=NC(CCC(=O)NCc3ccc(F)cc3)C(=O)N12 (centres undefined) | . | . | 0 | -12 | 11% | 3.5* | 85 | -2.5 | .
N#CCn1c(C2CCCCC2)nc2ccccc2c1=O | 0.75 | -0.085 | . | 9 | 5% | 1 | . | 0.3 | 8.4*
Cc1cccc(-c2nnc(SCC#N)n2-c2ccccc2)c1 | 0.059 | 0.59 | 3 | 1 | 6% | 1 | 121 | 2.3 | -0.63
COc1ccc(NC(=O)CSc2nnc(Cc3cccn3C)n2CCc2ccccc2)c(OC)c1 | -0.26 | 0.17 | -5 | 0 | 7% | 1.1 | 92 | -3.1 | -0.76
Nc1c(C(=O)NCC2CCCO2)sc(=S)n1-c1ccccc1 (centres undefined) | 0.85 | 0.24 | -4 | 12 | 9% | 0.84 | 99 | -0.2 | -0.079
Cc1ccc(C)c(N(C)S(=O)(=O)c2cccc3nsnc23)c1 | 0 | 0.42 | . | -2 | 3% | 1.1 | 57 | -0.8 | 0.014
O=C(O)CCCCCN1C(=O)C(=O)/C(=C(/O)c2ccccc2)C1c1ccccc1 (centres undefined) | 0.45 | -0.41 | -5 | 2 | 5% | 0.99 | 97 | -0.2 | 0.18
C=CCn1cnc2c(c1=O)c1nc3ccccc3nc1n2/N=C/c1ccccn1 | 8.1* | -4.1* | -5 | -8 | 12% | 2.5* | 122 | 1.7 | 2.2
COc1ccc(N2CCN(c3oc(-c4ccccc4OC)nc3C#N)CC2)cc1 | -0.24 | 0.41 | -8 | -1 | 13% | 1.6 | 122 | -1.1 | 0.28
CCCCOc1ccccc1NC(=O)CC1Nc2ccccc2NC1=O (centres undefined) | 0.32 | -0.43 | 4 | -8 | 3% | 1.6 | 75 | 5.0 | 0.89
CCCc1nnc(SCC(=O)N2CCOCC2)n1CCCOC | 0.14 | -0.85 | -1 | 4 | 7% | 1 | 79 | -0.7 | -0.21
Cc1cc(/C=N\O)c(C)n1-c1ccncc1 | 1.6 | 0.78 | -5 | 3 | 1% | 0.99 | 100 | 0.4 | -1.3
